From PubChem
DAT uptake mod: changed human dopamine transporter uptake under cocaine IC80; Q01959; LLC-PK1 hDAT cells, [14C]-dopamine uptake with cocaine IC80; actives deviate in either direction; B-score at 10 µM; actives 1.3% (n = 110,000);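 active = Z score or B-score, a plate-position-corrected score, falls beyond the plate's 99.7% confidence bounds, in either direction; inactive = both scores lie inside the 99.7% bounds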;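 also: scored against the spread of the other compound wells on the same plate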
VCAM1 TNFa inh: reduces TNF alpha induced VCAM1 expression in HUVEC | inhibition, % at 2 µM | actives 0.48% (n = 95,000) | AID 802 | HUVEC TNFa-induced VCAM-1 immunofluorescence, high-content imaging;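 active = inhibition above the batch mean plus 3 SD, with images confirmed as a hit by eye, cut at about 37% in these data; inconclusive = inhibition above that limit but hit not confirmed in images; inactive = inhibition not above that limit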;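 also: 0% = TNF-stimulated DMSO wells and 100% = unstimulated control wells; not every result past the cut was called active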
HUVEC tox IL1B: toxic to HUVEC cells under IL-1B stimulation. HUVEC cell count loss, Hoechst imaging, IL-1B stimulated. cell count reduction, % at 2 µM. actives 0.41% (n = 94,000). AID 845;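 active = cell count reduction more than 3 SD above the screen-wide mean, cut at about 70% in these data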;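 also: normalized per plate to untreated control cells as the no-loss baseline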
Ecoli WT expand: growth inhibitors of E. coli BW25113 wild type; OD600 absorbance; growth inhibition, % at 100 µM; actives 0.15% (n = 98,000); AID 710;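 active = growth inhibition above about 50% at one test dose, limit read from the data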;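 also: growth measured after 20 h incubation at 37 °C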
sEH inhibitor: inhibitors of human soluble epoxide hydrolase; recombinant human sEH enzymatic activity assay; inhibition, % at 2 µM; actives 0.34% (n = 91,000); P34913; in the data active = inhibition above about 80%; also: values of inactives mirror those of a sister screen read the other way; many of its hits are not listed in these tables
Target sequence (P34913 whole entry, looked up): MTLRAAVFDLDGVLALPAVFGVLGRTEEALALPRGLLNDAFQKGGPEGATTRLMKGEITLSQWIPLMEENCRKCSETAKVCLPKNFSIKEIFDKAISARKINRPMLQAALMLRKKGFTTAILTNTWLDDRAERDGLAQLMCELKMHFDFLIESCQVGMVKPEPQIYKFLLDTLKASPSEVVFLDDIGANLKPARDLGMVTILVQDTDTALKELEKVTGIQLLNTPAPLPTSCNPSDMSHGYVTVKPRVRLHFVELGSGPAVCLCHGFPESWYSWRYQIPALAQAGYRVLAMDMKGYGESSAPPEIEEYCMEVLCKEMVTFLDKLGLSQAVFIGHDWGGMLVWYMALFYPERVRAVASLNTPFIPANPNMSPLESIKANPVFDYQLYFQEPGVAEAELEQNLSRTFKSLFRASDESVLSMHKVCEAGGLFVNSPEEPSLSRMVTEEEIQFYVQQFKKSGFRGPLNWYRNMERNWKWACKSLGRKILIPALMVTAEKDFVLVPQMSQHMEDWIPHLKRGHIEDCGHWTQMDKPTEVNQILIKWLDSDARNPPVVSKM
Plk1 PBD FP: Plk1 (human) PBD binding inhibition; actives 0.13% (n = 97,000); AID 693; Plk1 PBD phosphopeptide binding, fluorescence polarization; inhibition, %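 (tested at about 20 µM)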; in the data active = inhibition above about 34%, passing the limit was not always enough
F-actin modifier: modifiers of cytoskeleton assembly. actives 0.18% (n = 91,000). HUVEC TNFa F-actin phalloidin imaging, high content. inhibition, % at 2 µM. AID 836;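 active = inhibition above the batch mean plus 3 SD and confirmed as a hit by visual image inspection, cut at about 30% in these data, passing the limit was not always enough; inconclusive = above the inhibition threshold but rejected on visual inspection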; also: strong numbers were not always called active
PLK1 kinase inh: PLK1 (human) kinase inhibition. actives 0.53% (n = 97,000). recombinant PLK1 kinase, TR-FRET peptide phosphorylation. inhibition, % at 10 µM. P53350;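 active = inhibition of 50% or more in the single-concentration screen; inactive = inhibition below 50%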;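 also: 0% = DMSO max control and 100% = H-89 dihydrochloride min control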
TNFa cytotox: toxic to HUVEC cells under TNF alpha stimulation; actives 0.17% (n = 93,000); HUVEC TNFalpha-stimulated, Hoechst cell count, imaging; AID 848; cell count reduction, % at 2 µM;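 active = cell count reduction exceeding the screen mean by over 5 SD, scaled to untreated wells per plate, cut at about 78% in these data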;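 also: cells counted after 24 h of TNF alpha exposure following the 1 h pretreatment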
An asterisk follows results filed as active; ? = inconclusive; · = no result given.

no. | Molecule | DAT uptake mod | VCAM1 TNFa inh | HUVEC tox IL1B | Ecoli WT expand | sEH inhibitor | Plk1 PBD FP | F-actin modifier | PLK1 kinase inh | TNFa cytotox
1 | COc1ccc(C(CC(=O)O)NC(C)=O)cc1OC (stereo unspecified) | 0.0099 | 6 | -34 | -8 | -5 | -3 | -17 | -8 | -17
2 | CS(=O)(=O)N1CCN(c2ccc([N+](=O)[O-])c(N3CCOCC3)c2)CC1 | · | 5 | -36 | 8 | 6 | -17 | 7 | -2 | -8
3 | CC(=O)Nc1cccc(NC(=O)CSc2nnnn2C(C)C)c1 | -0.2 | -12 | -72 | 12 | -1 | -11 | 7 | -9 | -4
4 | Cc1cc(C(=O)OCC(=O)N2CCN(c3ccccc3)CC2)c2ccccc2n1 | -0.97 | 8 | -43 | -6 | -8 | 25 | -1 | -11 | -55
5 | CN(C)S(=O)(=O)c1ccc(C(=O)NCc2cccs2)cc1 | 0.43 | 3 | 6 | 23 | 6 | -33 | -4 | -4 | -11
6 | Cc1ccc(C2=NN(C(=S)Nc3ccccc3)C(c3ccco3)C2)cc1 (stereo unspecified) | -0.52 | -7 | 3 | -13 | -10 | -13 | -9 | -14 | -36
7 | CCOC(=O)C1CCCN(C(=O)c2sc3nc(C)nc(N4CCOCC4)c3c2C)C1 (stereo unspecified) | 0.025 | -7 | -18 | 6 | 6 | 0 | 12 | 16 | -3
8 | Clc1ccc(-c2nnc(-c3ccccc3Cl)o2)cc1 | -0.48 | -4 | 2 | -6 | -5 | -28 | -55 | -3 | -13
9 | CN(C)c1ccc(/C=N/N2C(=N)N(c3ccccc3)C(=S)C2=Nc2ccccc2)cc1 | · | 3 | -21 | · | 9 | -18 | -8 | -8 | -17
10 | CCSc1nnc(NC(=O)CSc2nccn2-c2cccc(C)c2C)s1 | 1.6 | -3 | -7 | 4 | -9 | -14 | -3 | -15 | -14
11 | Cc1ccc(C(=O)/C=C/Nc2ccc([N+](=O)[O-])cc2Br)cc1 | -0.59 | -10 | -21 | -6 | -8 | -11 | -21 | -10 | 4
12 | COc1ccccc1NC(=O)CSc1nc2n[nH]c(C)c2c(=N)n1-c1ccccc1Cl | 1.6 | 26 | · | · | 6 | 1 | 1 | 34 | -12
13 | COn1c(-c2ccc(Cl)cc2)nc2ccc(Cl)cc21 | -0.029 | 4 | -80 | -2 | -1 | 24 | -8 | -12 | -19
14 | CC1=C(C(=O)OC(C)C)C(c2cccs2)N2C(=O)CCSC2=N1 (stereo unspecified) | -0.82 | 8 | -20 | -3 | -7 | -11 | -37 | -8 | 8
15 | Cc1[nH]n(-c2ccccc2)c(=O)c1/C=N/n1c(C)nc2ccccc2c1=O | 0.62 | -1 | 13 | -6 | -1 | 14 | -20 | -13 | 6
16 | Cc1cc(C)c(S(=O)(=O)Nc2ccc3c4c(cccc24)CC3)c(C)c1 | -0.77 | 89* | 59 | 3 | 4 | -11 | -24 | -4 | 57
17 | NC(=O)c1cc(N)ccc1N1CCCC1 | 0.44 | 4 | -5 | 7 | 3 | -14 | 34 | -11 | -38
18 | CCOC(=O)Cc1nc2ccccc2[nH]1 | -0.0083 | -6 | 14 | 8 | 0 | -3 | -13 | -12 | 17
19 | O=C(CCc1ccc(S(=O)(=O)N2CCOCC2)cc1)Nc1ccc2ccccc2c1 | 1.9 | -1 | 7 | 2 | 22 | 1 | -5 | 1 | -32
20 | Cc1cccc(Cn2cnc3c(nnn3Cc3ccccc3F)c2=O)c1 | 0.16 | 13 | 3 | 3 | 9 | 12 | -30 | -16 | -29
21 | COc1ccc(C)cc1-n1nnnc1SCC1CCCCO1 (stereo unspecified) | 1.3 | -8 | 23 | 7 | -18 | -19 | 0 | -5 | -11
22 | N#Cc1c(N)n(CCNC(=O)c2ccc(Cl)cc2)c2nc3ccccc3nc12 | 0.069 | -12 | 14 | 3 | 2 | -23 | 4 | 8 | -3
23 | CSc1ccccc1NC(=O)CCn1c(=O)sc2ccccc21 | 0.1 | 10 | 2 | 7 | 2 | -25 | 3 | -6 | ·
24 | Cc1c(C(=O)O)sc(=S)n1-c1ccc(Cl)cc1 | 0.51 | 5 | -3 | -5 | 10 | -20 | 10 | -12 | -9
25 | Cc1ccc(CNc2ncnc3c2cnn3-c2ccccc2)cc1 | -0.11 | 13 | -1 | -4 | -3 | -27 | 5 | -9 | -6
26 | Cc1cccc(NC(=O)CN2NS(=O)(=O)c3ccccc3C2=O)c1 | -0.21 | · | -12 | 7 | -6 | -18 | ? | -5 | ·
27 | O=C(Nc1nnc(C(F)(F)F)s1)C1COc2ccccc2O1 (stereo unspecified) | -2.1 | 25 | 17 | 10 | -8 | 15 | -32 | -11 | 6
28 | Cc1ccc(S(=O)(=O)N[C@H](C(=O)N2CCC(C(=O)NCC(=O)O)CC2)C(C)C)cc1 | 0.57 | -1 | -9 | -2 | -5 | 4 | 14 | -10 | -5
29 | COC(=O)c1sc2nc(N3CCCCC3)c3c(c2c1N)CCCC3 | 1.8 | 1 | -5 | -4 | 4 | -4 | 12 | -12 | -9
30 | Cc1cccc(CS(=O)(=O)Cc2ccc(C(=O)NCC3CCCO3)o2)c1 (stereo unspecified) | · | -4 | -14 | -3 | -5 | 4 | 2 | -9 | -6
31 | CN1CCN(CC#CCC(O)(c2ccccc2)C2CCCC2)CC1 (stereo unspecified) | -0.29 | -5 | 4 | · | 0 | -1 | 2 | -15 | -5
32 | CCOC(=O)C1=C(O)C(=O)N(c2ccc(S(N)(=O)=O)cc2)C1c1ccc(OC)cc1 (stereo unspecified) | -0.62 | -3 | -51 | 6 | -4 | 6 | -13 | -11 | -33
33 | CSc1nc2cc(F)c(F)cc2n1C | 0.44 | 3 | -20 | -7 | 0 | 1 | 11 | -11 | 11
34 | CCCCOC(=O)C(C)Nc1n[nH]c(=O)[nH]c1=O (stereo unspecified) | -0.32 | -4 | 2 | -1 | -10 | -1 | -18 | -8 | 25
35 | COc1cccc(C(C(=O)Nc2ccc(F)cc2)N(C(=O)Cn2nnc3ccccc32)C2CC2)c1 (stereo unspecified) | -0.036 | -8 | -46 | -4 | 8 | 1 | 36 | -7 | 12
36 | COc1ccc(-c2ccc3c(N)c(C(=O)c4ccc(OC)c(OC)c4)sc3n2)cc1 | -1.2 | 6 | -15 | -9 | -3 | -11 | -4 | -17 | -22
37 | O=C1C(Cc2ccccc2)SC(=Nc2ccccc2)N1c1ccccc1 (stereo unspecified) | · | -18 | -8 | 4 | 7 | 14 | 4 | -6 | ·
38 | OC(COc1ccc2ccccc2c1)CN1CCCC1 (stereo unspecified) | -0.028 | -16 | 43 | 5 | -9 | 26 | -12 | -6 | -12
39 | Cc1nccn1-c1ccc(C(F)(F)F)cc1NC=O | -0.3 | -4 | 15 | 9 | -9 | 20 | 73* | -5 | -5
40 | CC(=O)c1ccc(NC(=O)CN2C(=O)COc3ccc(Cl)cc32)cc1 | -0.44 | 4 | 6 | -3 | 3 | -21 | 10 | -9 | -20
41 | CCOC(=O)c1[nH]c(CSc2nnc(-c3ccncc3)n2CCOC)c(C(=O)OCC)c1C | -0.66 | -12 | -15 | -2 | 13 | 0 | -2 | -3 | -4
42 | Cn1c(SCC(=O)c2ccc(F)cc2)nnc1-c1cnccn1 | -0.85 | -10 | -7 | -4 | 0 | 5 | -9 | -6 | 12
43 | Cc1cnc(NC(=O)CSc2ncn(-c3ccccc3)n2)s1 | 0.94 | -16 | -37 | · | -26 | 17 | 0 | -11 | 47
44 | c1ccc(-c2nnc3sc(-c4cc5ccccc5o4)nn23)cc1 | 0.077 | 6 | 30 | -7 | 14 | -14 | 10 | -6 | -14
45 | CC(C)C1C(=O)NC(=S)N1S(=O)(=O)c1ccc(C(C)(C)C)cc1 (stereo unspecified) | 0.087 | 5 | -8 | 0 | 9 | -14 | -7 | -10 | -28
46 | CCOC(=O)c1oc2ccccc2c1N | -0.0042 | -7 | -50 | 3 | -7 | -13 | 24 | -11 | -3
47 | CC1CCc2nn(CC(=O)N3CCc4ccccc43)cc2C1 (stereo unspecified) | -0.45 | 8 | 1 | 5 | -6 | 22 | 11 | -13 | 73
48 | CCOC(=O)/C=C1\SCC(=O)N1CC(=O)Nc1ccc2c(c1)CCC2 | -0.71 | 38 | 18 | -2 | · | -14 | 2 | -8 | 59
49 | Cc1ccc(-c2noc(CCC(=O)Nc3ccccc3N3CCN(C)CC3)n2)cc1 | 0.79 | 5 | -1 | 9 | 16 | -17 | 6 | -12 | -19
50 | COc1ccc(N=C2NC(=O)S/C2=C\c2ccc(N(C)C)cc2)cc1 | 0.0023 | -9 | -27 | -21 | -3 | -426 | 7 | -7 | -24
51 | C=CCSC1=C(C#N)C2(CCCCC2)C(C#N)C(=O)N1 (stereo unspecified) | -0.52 | -7 | -8 | 0 | 3 | -3 | · | -24 | 1
52 | CCCCCCNC(=O)c1c(N)n(/N=C/c2ccco2)c2nc3ccccc3nc12 | · | 10 | -1 | · | -3 | 19 | -1 | -11 | ·
53 | Cc1cc(C)nc(SCC(=O)N/N=C/c2cccn2-c2ccc(O)cc2)n1 | 2.6 | -1 | 6 | 5 | 0 | -9 | -9 | 7 | 0
54 | CCS(=O)(=O)n1nc(-c2ccccc2)nc1NCc1ccco1 | -0.27 | 32 | -47 | 2 | 6 | -3 | 10 | -1 | -20
55 | COc1ccc(NC(=O)CN2CCCC(C)C2)c([N+](=O)[O-])c1 (stereo unspecified) | · | 9 | 0 | 21 | 0 | 19 | -29 | -16 | -30
56 | O=C(c1ccc(COc2c(F)c(F)cc(F)c2F)o1)N1CCN(c2ccc(Cl)cc2)CC1 | 0.04 | -12 | -14 | -7 | 7 | -20 | -2 | 2 | 5
57 | c1ccc(CSc2nnnn2-c2cccc3ccccc23)nc1 | 0.25 | -11 | 19 | -6 | -17 | 9 | -57 | -8 | 7
58 | CC(=O)Nc1ccc(/C(C)=N/NS(=O)(=O)c2ccc(C)cc2)cc1 | · | -25 | -19 | 5 | 7 | 27 | -5 | -4 | -33

Part of the list above, reformatted.
(49) Cc1ccc(-c2noc(CCC(=O)Nc3ccccc3N3CCN(C)CC3)n2)cc1
- DAT uptake mod: 0.79
- VCAM1 TNFa inh: 5
- HUVEC tox IL1B: -1
- Ecoli WT expand: 9
- sEH inhibitor: 16
- Plk1 PBD FP: -17
- F-actin modifier: 6
- PLK1 kinase inh: -12
- TNFa cytotox: -19

(50) COc1ccc(N=C2NC(=O)S/C2=C\c2ccc(N(C)C)cc2)cc1
- DAT uptake mod: 0.0023
- VCAM1 TNFa inh: -9
- HUVEC tox IL1B: -27
- Ecoli WT expand: -21
- sEH inhibitor: -3
- Plk1 PBD FP: -426
- F-actin modifier: 7
- PLK1 kinase inh: -7
- TNFa cytotox: -24

Reprinted at random: seven entries already listed
no. | Molecule | DAT uptake mod | VCAM1 TNFa inh | HUVEC tox IL1B | Ecoli WT expand | sEH inhibitor | Plk1 PBD FP | F-actin modifier | PLK1 kinase inh | TNFa cytotox
23 | CSc1ccccc1NC(=O)CCn1c(=O)sc2ccccc21 | 0.1 | 10 | 2 | 7 | 2 | -25 | 3 | -6 | ·
29 | COC(=O)c1sc2nc(N3CCCCC3)c3c(c2c1N)CCCC3 | 1.8 | 1 | -5 | -4 | 4 | -4 | 12 | -12 | -9
32 | CCOC(=O)C1=C(O)C(=O)N(c2ccc(S(N)(=O)=O)cc2)C1c1ccc(OC)cc1 (stereo unspecified) | -0.62 | -3 | -51 | 6 | -4 | 6 | -13 | -11 | -33
42 | Cn1c(SCC(=O)c2ccc(F)cc2)nnc1-c1cnccn1 | -0.85 | -10 | -7 | -4 | 0 | 5 | -9 | -6 | 12
7 | CCOC(=O)C1CCCN(C(=O)c2sc3nc(C)nc(N4CCOCC4)c3c2C)C1 (stereo unspecified) | 0.025 | -7 | -18 | 6 | 6 | 0 | 12 | 16 | -3
35 | COc1cccc(C(C(=O)Nc2ccc(F)cc2)N(C(=O)Cn2nnc3ccccc32)C2CC2)c1 (stereo unspecified) | -0.036 | -8 | -46 | -4 | 8 | 1 | 36 | -7 | 12
19 | O=C(CCc1ccc(S(=O)(=O)N2CCOCC2)cc1)Nc1ccc2ccccc2c1 | 1.9 | -1 | 7 | 2 | 22 | 1 | -5 | 1 | -32
